# High-throughput results: PubChem, National Center for Advancing Translational Sciences (NCATS)
# p53ts 32C tox – p53ts cell cytotoxicity, permissive temperature; Potency, µM (series often up to 46.1 µM), for inactives: at the highest dose activity change, negative = cytotoxicity, actives largely listed as cytotoxic; H1299-p53A138V at 32C, ATP luminescence viability, 24 h; 130,000 tested, 0.93% active;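 further: 0% = DMSO and -100% = full killing by reference compound; nearly all actives have a fitted effect of over 55% in size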
#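 Viability by ATPlite luminescence after 24 h compound treatment (up to 46 uM) at the permissive 32C. Cells are H1299 carrying p53 A138V. Scale runs from DMSO basal to 100 uM tamoxifen as full kill; AC50 from Hill fits.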
# IkB signaling – IkB pathway inhibition in ABC-DLBCL cells; AID 445; ABC-DLBCL IkBa-CBG/CBR dual luciferase ratio, 4 h; response scale: scaled: untreated 0%, proteasome inhibitor 100%; Potency, µM (series often up to 57.1 µM), for the others: at the highest dose IkBa stabilization activation; 110,000 tested, 0.04% active; active means well fitted curve in the direction sought with a large enough effect in the signal ratio, not every such curve was filed as active; inconclusive means small, poorly fitted or top-dose-only effect, or a change in a side signal; the % refers to the signal ratio;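 further: the direction sought is a rising ratio; 0% = basal untreated cells and 100% = reference inhibitor full response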
#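 Luminescence ratio of IκBα-fused green versus native red beetle luciferase in OCI-Ly3 cells, 4 h post-doxycycline with compound; red signal alone, scaled from basal (0%) to zero light (-100%), flagged nonspecific or cytotoxic effects.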
# Imprint erasure – induces erasure of genomic imprints in mouse ES cells; mouse ES Peg3-LacZ reporter, beta-gal luminescence, 40 h; Potency, µM (doses to about 60.7 µM), for inactives: at the highest dose activity change, positive = activation, most hits filed as activators; 110,000 tested, 0.02% active; AID 1948;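 further: 0% = negative control wells on the plate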
#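 Imprint erasure is scored as LacZ activity from the silenced maternal Peg3 allele in feeder-free female ES cells cultured 40 h with LIF. Luminescence is normalized to in-plate negative controls and fitted to the Hill equation.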
# p53ts 39C tox – p53ts cell cytotoxicity, nonpermissive temperature; H1299-p53A138V viability at 39C, ATP luminescence, 24 h; Potency, µM (top dose mostly 46.1 µM), for inactives: at the highest dose activity change, negative = cell killing, hits mostly cytotoxic; 130,000 tested, 1.5% active; AID 902; further: nearly all actives have a fitted effect of over 55% in size
# Numbers without * were called inactive; u = inconclusive; x = not tested or not shown; [ ] = remark or other dose. Unless noted, the call rests on the fitted dose curve; in most records, active means well fitted curve in the direction sought with a large enough effect; inconclusive means small, poorly fitted or top-dose-only effect, or another doubt; inactive means no such curve, though single readings can be large; an effect the other way counts as inactive or inconclusive. Unless noted, on the % scale 0 is the no-effect control and ±100 the full control effect; potency means the concentration at half of the fitted maximal effect.
SMILES,p53ts 32C tox,IkB signaling,Imprint erasure,p53ts 39C tox
CN(Cc1ccccc1)S(=O)(=O)c1cc(Br)cc2c1N(C(=O)C1CC1)CC2,10%,u,-13%[10.9 µM],-22%
Cc1c(NC(=O)CN2C(=O)c3ccccc3C2=O)c(=O)n(-c2ccccc2)n1C,0%,x,x,-1%
Cc1cncn1CCc1nc2c3ccccc3nc(=S)n2[nH]1,0%,0.9%,-6%,-6%
CS(=O)(=O)c1ccc(C2=C(c3ccccc3)C(=O)OC2)cc1,1%,x,-26%,4%
CCCS(=O)(=O)c1nnnn1-c1cccc(OC)c1,u,u,-28%,u
Cc1nn(-c2ccc(C(=O)O)cc2)c(N)c1-c1ccccc1,7.9µM*,u,-61%[inhibitor],10µM*
c1ccc(-c2cn3c(n2)SCC3)cc1,u,x,x,-12%
COC(=O)C(NC(=O)COc1ccccc1)(Nc1nc2c(s1)CCCC2)C(F)(F)F (stereo not drawn),3%,x,x,7%
Cc1cccc(C)c1NC(=O)N1CCC(n2cnc3ccccc32)CC1,2%,-0.2%,-10%,-10%
O=C(c1ccc(CS(=O)(=O)c2c(Cl)cccc2Cl)o1)N1CCN(c2ccccc2)CC1,-4%,u,-15%[10.9 µM],-6%
COc1cc(OC)c(N(C)C(=O)c2cc3c(=O)oc4ccccc4c3s2)cc1Cl,5%,u,17%[10.9 µM],u
CCc1sc(C(=O)N2CCN(S(C)(=O)=O)CC2)cc1Br,6%,0.4%,3%,19%
CN(C)C(CNC(=O)c1cccs1)c1cccnc1 (stereo not drawn),3%,0.2%,-7%,6%
CCOc1ccc(NC(=O)CN(C)c2nnnn2-c2ccccc2)cc1OCC,-3%,0.7%,-9%,4%
Cc1ccc2oc(-c3ccc(Cl)c(NC(=O)c4ccc(-c5ccccc5[N+](=O)[O-])o4)c3)nc2c1,2%,u,-2%[10.9 µM],12%
Cc1cc(N2CCN(c3cccc(C(F)(F)F)c3)CC2)n2nc(-c3ccccc3C)nc2n1,9%,u,-2%[10.9 µM],-21%
CCc1nnc(NC(=O)CSc2nnnn2-c2cccc(C(=O)OC)c2)s1,-2%,0.1%,x,-1%
CCc1ccc(NC(=O)CCn2cnc3ccccc3c2=O)cc1,-3%,u,15%[10.9 µM],2%
Cc1cc(=O)n2[nH]c(C)c(-c3ccc(Cl)cc3)c2n1,-16%,2.1%,20%,5%
CCOC(=O)C1CCN(C(=O)Nc2ccc3oc(C)nc3c2)CC1,-4%,1.8%,-7%,1%
C/C(=N\NC(=O)CNC(=O)C(c1ccccc1)c1ccccc1)c1ccc(C)cc1,-2%,x,x,-1%
COc1ccccc1CCNC(=O)Cc1c(C)c2ccc(O)cc2oc1=O,2%,u,-40%[inhibitor][10.9 µM],-6%
COc1ccc(NC(=O)CSc2nc3c(oc4ccccc43)c(=O)n2-c2ccccc2)cc1OC,6%,u,8%[10.9 µM],-19%
Cc1cc(Cl)ccc1OCC(=O)N1CCC(c2nc3ccccc3s2)CC1,u,u,-11%[10.9 µM],-20%
CSc1nc(N2CCOCC2)c2ccccc2n1,10%,-2.1%,-5%,-2%

# Random excerpt: four entries already listed.
SMILES,p53ts 32C tox,IkB signaling,Imprint erasure,p53ts 39C tox
CN(C)C(CNC(=O)c1cccs1)c1cccnc1 (stereo not drawn),3%,0.2%,-7%,6%
Cc1ccc2oc(-c3ccc(Cl)c(NC(=O)c4ccc(-c5ccccc5[N+](=O)[O-])o4)c3)nc2c1,2%,u,-2%[10.9 µM],12%
COc1ccccc1CCNC(=O)Cc1c(C)c2ccc(O)cc2oc1=O,2%,u,-40%[inhibitor][10.9 µM],-6%
CCc1ccc(NC(=O)CCn2cnc3ccccc3c2=O)cc1,-3%,u,15%[10.9 µM],2%

# Looked up above.
# `CCOc1ccc(NC(=O)CN(C)c2nnnn2-c2ccccc2)cc1OCC` | IkB signaling = 0.7%
# `CCOC(=O)C1CCN(C(=O)Nc2ccc3oc(C)nc3c2)CC1` | IkB signaling = 1.8%

# Continuation:
SMILES,p53ts 32C tox,IkB signaling,Imprint erasure,p53ts 39C tox
COc1ccc(S(=O)(=O)N2CCOCC2)cc1C(=O)Nc1cc(C)on1,3%,0.8%,10%,3%
CCc1nnc(NC(=O)C2CCC2)s1,5%,0.2%,12%,5%
O=C(NCCCO)C(=O)NCC(c1ccc2c(c1)OCO2)N1CCOCC1 (stereo not drawn),14%,-1.0%,12%[10.9 µM],-12%
O=C(CSc1nnc(-c2ccccc2)n1-c1ccc(Cl)cc1)N/N=C/c1ccco1,-25%,x,x,1%
O=C(O)c1oc2ccccc2c1CSc1ccccn1,-5%,-0.6%,4%,-12%
CCOc1cc(-c2noc(-c3cccnc3)n2)ccc1OC,7%,-2.4%,-7%,6%
Cc1occc1-c1nnc(SCC(=O)Nc2ccc3c(c2)OCO3)n1CC1CCCO1 (stereo not drawn),-4%,0.9%,-7%,-4%
CC(=O)Nc1nc(SCCCc2ccccc2)n[nH]1,-5%,-1.7%,-3%,-2%
CCOC(=O)c1c(-c2ccc(C)cc2)csc1NC(=O)c1cc(-c2ccc(C)c(F)c2)on1,10%,u,9%[10.9 µM],30%[activator]
Cn1c(CCNC(=O)OC(C)(C)C)n[nH]c1=S,-2%,0.7%,-2%,-2%
Cc1nc2c(C(=O)NCCc3ccccc3)c[nH]n2c(=O)c1Cc1ccc(F)cc1Cl,u,u,18%[10.9 µM],u
COc1ccc(C2CC(=O)c3c(C)nc(N4CCN(C=O)CC4)nc3C2)c(OC)c1 (stereo not drawn),-1%,-5.1%,-10%[10.9 µM],-1%
O=C(NC1CCCCC1)c1noc2c1CCCCC2,u,u,-66%[inhibitor],u
CCOc1ccc(Cc2nc(-c3nonc3N)no2)cc1OCC,0%,-0.1%,-11%,5%
CCCCOc1ccc(S(=O)(=O)Nc2ccc(NC(C)=O)cc2)cc1,3%,x,x,9%
Cc1ccc(C2NC(=O)NC3=C2CCc2ccccc23)cc1 (stereo not drawn),-25%,-0.6%,-19%,-10%
CCCS(=O)(=O)N1CCCC(C(=O)NCCN2CCC(Cc3ccccc3)CC2)C1 (stereo not drawn),-10%,-0.6%,-17%,-12%
O=C(Cc1ccccc1)N1CCC(c2nc(-c3ccc(F)cc3)no2)CC1,-9%,u,-13%,-10%
CCOc1ccc(C(=O)NCC(c2ccc3c(c2)OCO3)N2CCN(c3ccc(F)cc3)CC2)cc1 (stereo not drawn),1%,-2.6%,-11%[10.9 µM],-20%
C/C(Cl)=C/CCl,9%[1.84 µM],-1.2%,-4%,2%
O=C(Nc1ccc(F)cc1)c1ccc2c(c1)NC(=O)c1ccccc1S2,-7%,u,-5%[10.9 µM],-16%
Cc1ccc(NC(=O)CN(C)S(=O)(=O)c2cccc3nsnc23)cc1,-11%,0.8%,-15%,-12%
CCOC(=O)N1CCC(NS(=O)(=O)c2cc(Br)cnc2N)CC1,8%,-0.9%,-10%,-5%
Cc1cccc(C(=O)Nc2cccc(OCc3cc(=O)n4cc(C)sc4n3)c2)c1,-16%,u,-9%[10.9 µM],-14%
CCc1ccc(C(=O)c2cn(CC(=O)Nc3ccc(OC)cc3OC)c3ccc(CC)cc3c2=O)cc1,2%,-0.4%,-15%[10.9 µM],4%

# New compounds follow.
SMILES,p53ts 32C tox,IkB signaling,Imprint erasure,p53ts 39C tox
COc1ccc(C)cc1S(=O)(=O)N1CCC(C)CC1,6%,2.8%,x,-14%
CCOC(=O)N1CCN(C(=O)c2c(-c3ccccc3)noc2C)CC1,-2%,-2.3%,-5%,11%
CC(C)(C#N)NC(=O)c1ccco1,-5%,-0.9%,-2%,-2%
O=C(COc1cccc(C(F)(F)F)c1)NCCCN1CCCC1=O,1%,4.9%,-1%,7%
c1ccc(-c2nnc3sc(CN4CCc5ccccc54)cn23)cc1,3%,4.1%,-21%,-6%
C=CCSc1nc2c(c(C3CC=CCC3)c1C#N)CCC2 (stereo not drawn),3%,x,x,7%
CCOc1ccc(-c2nc(-c3ccccc3C)no2)cc1,u,-7.2%,-53%[inhibitor],u
CCOc1ccc2[nH]c(=O)c(C(c3nnnn3CC3CCCO3)N3CCc4ccccc4C3)cc2c1 (stereo not drawn),31%[activator],0.5%,-1%,-4%
CCOC(=O)c1ccc(NC(=O)C23CCC(C)(C(=O)O2)C3(C)C)cc1 (stereo not drawn),-16%,0.1%,-6%,-3%
Cc1ccc(S(=O)(=O)n2ccc(-c3ccc(OCc4c(F)cccc4Cl)cc3)n2)cc1,-10%,x,x,-7%
Cc1cc(NC(=O)c2ccccc2)ncc1NC(=O)c1ccco1,u,2.8%,-92%[inhibitor],u
CCCn1c(=N)c(C(=O)NC2CCCC2)cc2c(=O)n3cc(C)ccc3nc21,-6%,0.6%,-16%[10.9 µM],13%
Cc1ccc(Cn2c(=O)n(Cc3ccccc3Cl)c(=O)c3cccnc32)cc1,6%,-1.6%,10%[10.9 µM],-17%
CCCC(=O)Nc1cc(-c2nnc3c4ccccc4c(C)nn23)ccc1C,-4%,0.9%,3%[10.9 µM],-1%
COc1ccccc1N1CCN(c2nc(N)c(C#N)c(CC#N)c2C#N)CC1,15%,-0.2%,-23%,-4%
CC(C)=CCC1=C(OCC(=O)O)C(=O)c2ccccc2C1=O,-14%[9.22 µM],14%[11.4 µM],-8%[10.9 µM],-7%[9.22 µM]
CCOC(=O)COc1ccc(S(=O)(=O)N2CCN(c3ccccc3F)CC2)cc1,-3%,18%,-2%,17%
CCOc1ccc(C(=O)NCCCN(CC)CC)cc1,0%,1.2%,-4%,3%
Cc1nc2ccc(S(=O)(=O)NCC(=O)N3CCOCC3)cc2s1,13%,-1.0%,-3%,9%
CCC(=O)Nc1ccccc1-c1nnn(CC(=O)N2c3ccccc3CC2C)n1 (stereo not drawn),-16%,0.3%,7%,-14%
CC1CN(C(=O)C(C)Sc2nc3ccccc3s2)CC(C)O1 (stereo not drawn),19%,8.7%,-13%,-9%
COc1cc(Cl)c(C)cc1NC(=O)c1nn(C)c2c1CSc1ccccc1-2,9%,u,-13%[10.9 µM],15%
O=C(N/N=C\c1ccccc1O)c1ccccc1O,1.3µM*,u,-38%[inhibitor],2µM*
COc1ccc(OC)c(-n2c3c(cc(-c4nc(-c5ccc(Cl)cc5)cs4)c2=O)C(=O)CC(C)(C)C3)c1,3%,1.7%,-12%[10.9 µM],12%
O=c1cnc2cnc(Nc3ccccc3)nc2n1CCc1ccccc1,7%,-2.9%[11.4 µM],2%,9%

# Following part.
SMILES,p53ts 32C tox,IkB signaling,Imprint erasure,p53ts 39C tox
CCOc1ccc(CNC(=O)c2cc(=O)[nH]c3ccc(S(=O)(=O)N4CCCCC4)cc23)cc1,-1%,-1.3%,-16%[10.9 µM],33%[activator]
CN(C)c1ccc(CNC(=O)C2CCN(S(=O)(=O)c3ccc4c(c3)CCC(=O)N4)CC2)cc1,-1%,3.5%,-14%,-1%
COC(=O)c1scc(-c2ccc(C)cc2)c1S(=O)(=O)N1CCN(c2cccc(OC)c2)CC1,0%,u,-12%[10.9 µM],1%
CCCCCc1c(C)nc(Nc2ccc(F)cc2)[nH]c1=O,19%,-1.0%,-12%,19%
Cc1nc(N)sc1-c1csc(Nc2ccccc2)n1,-4%,6.4%,-16%,4%
CC(=O)C(Sc1nc(N2CCOCC2)nc(N2CCOCC2)n1)C(=O)Nc1ccccc1 (stereo not drawn),13%,3.4%,-17%,5%
CCCCC(CCC(=O)Nc1ccc(C(=O)OCC)cc1)C(=O)O (stereo not drawn),-6%,x,x,-7%
CCOc1ccc(N2CC(C(=O)NCCCN3CCOCC3)CC2=O)cc1 (stereo not drawn),-2%,-1.6%,11%,5%
Cn1c(NC(=O)C2c3ccccc3Oc3ccccc32)cc(=O)n(C)c1=O,-5%,3.7%,-7%,-14%
COc1cccc(NC(=O)CSc2nc3c(c(-c4ccco4)c2C#N)CCCC3)c1,5%,-1.2%,3%,15%
Cc1cc(NC(=O)c2c(F)c(F)c(F)c(F)c2F)no1,-14%,u,-5%,-12%
CCOC(=O)c1c(N)n(-c2ccc(C)c(Cl)c2)c2nc3ccccc3nc12,2%,-2.7%,-12%[10.9 µM],25%

# 3 structures from above, sorted by heavy-atom count, rising:
SMILES,p53ts 32C tox,IkB signaling,Imprint erasure,p53ts 39C tox
Cc1nc(N)sc1-c1csc(Nc2ccccc2)n1,-4%,6.4%,-16%,4%
CCOc1ccc(N2CC(C(=O)NCCCN3CCOCC3)CC2=O)cc1 (stereo not drawn),-2%,-1.6%,11%,5%
CC(=O)C(Sc1nc(N2CCOCC2)nc(N2CCOCC2)n1)C(=O)Nc1ccccc1 (stereo not drawn),13%,3.4%,-17%,5%
